From PubChem BioAssay
MsrA inh: bovine MsrA inhibition | purified bovine MsrA, absorbance read-out | inhibition, % at 15.5 µM | 0.75% of 360,000 active; in the data active = inhibition above about 4.5%;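 note: 0% = vehicle wells with enzyme and 100% = reference inhibitor wells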
FAS-TE inh: FAS thioesterase (human) inhibition | P49327 | inhibition, % at 15 µM | recombinant FAS-TE, OMFH fluorogenic substrate, fluorescence endpoint | 0.67% of 360,000 active;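 active = compounds whose normalised, plate-corrected inhibition of enzyme fluorescence in the single-dose primary screen is 50% or more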;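 note: 0% = DMSO with enzyme and 100% = substrate without enzyme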
Rin1 Abl inh: human Rin1-Abl interaction inhibition | P00519+Q13671 | TR-FRET Rin1/Abl binding, biochemical | inhibition, % at 7.35 µM | 0.4% of 360,000 active | AID 588664; in the data active = inhibition above about 5%, passing the limit was not always enough
Rpn11 block: Rpn11 (human) deubiquitinase inhibition | human 26S proteasome, Ub4-pepOG fluorescence polarization; 20S core pre-blocked with epoxomicin | O00487 | 0.59% of 360,000 active | AID 588493 | calls only at 20 µM;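 active = inhibition at 20 µM, scaled to each plate's controls, above about 33%, limit read from the data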
bovine MsrA act: activates bovine MsrA enzyme. AID 602163. activation, % at 10.6 µM. 0.3% of 360,000 active. purified bovine MsrA, absorbance read-out; in the data active = activation above about 7.5%;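 note: 0% = vehicle and 100% = reference activator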
eLon inh: E. coli protease La inhibition; P0A9M0; purified E. coli Lon protease, fluorescence polarization; inhibition, % at 7.94 µM; 0.42% of 360,000 active; AID 602123; in the data active = inhibition above about 13%, passing the limit was not always enough;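 note: 0% = enzyme with probe and DMSO and 100% = no enzyme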
PABP1 MLLE inh: inhibitors of microRNA-mediated deadenylation, human PABP1 MLLE binding; GST-MLLE / FITC-PAM2 fluorescence polarization; 0.36% of 360,000 active; P11940; inhibition, % at 20 µM; in the data active = inhibition above about 35%, passing the limit was not always enough;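 note: plate controls were DMSO wells with GST-MLLE for no effect and wells lacking GST-MLLE protein for full effect; some results filed as inactive read as strong as hits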
CSN deneddyl inh: CSN deneddylation inhibition | 0.38% of 360,000 active | inhibition, % at 12.5 µM | Q92905 | Purified CSN, SCF-Nedd8-OG deneddylation, fluorescence polarization;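 active = pattern-corrected inhibition above about 35%, with an unprinted fluorescence ratio check between 0.5 and 1.5, limit read from the data, passing the limit was not always enough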;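 note: 0% = enzyme with substrate and 100% = substrate without enzyme; some results filed as inactive read as strong as hits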
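assay system = purified human Csn5 enzyme expressed in HEK293T cells | amount = 0.24 nM enzyme | buffer or medium = Tris/NaCl/DTT buffer, pH 7.5 | reagent = 10 nM SCFSkp2-Nedd8OG | compound = one concentration, 12.5 µM, 0.25% DMSO | times = 90 min reaction at room temperature | signal = FP | read-out basis = % inhibition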
MT1-MMP act inh: MT1-MMP (human) activation inhibition. HT1080 RFP-PRO-GFP cells, GFP/RFP ratio fluorescence, overnight; percent of plate control window, DMSO zero. GFP/RFP ratio change, % at 20 µM. 0.061% of 360,000 active;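 active = GFP/RFP ratio change of at least 30% with cell ATP level not reduced by more than half and red fluorescence within 50% of control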; note: strong numbers were not always called active
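Material: RFP-PRO-GFP reporter HT1080 cells. Dosing: single-point 20 µM compound, 1% DMSO. Controls: DMSO and RFP-L50D-GFP cell wells. Timing: cells overnight before dosing, compound overnight, 37 °C, 5% CO2. Measure: GFP/RFP fluorescence ratio.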
An asterisk follows results filed as active; i = inactive; . = no result given.

SMILES	MsrA inh	FAS-TE inh	Rin1 Abl inh	Rpn11 block	bovine MsrA act	eLon inh	PABP1 MLLE inh	CSN deneddyl inh	MT1-MMP act inh
CC(=O)c1cc2c(cc1NC(=O)C1CC1)OCO2	0.9	0	-5	i	-2	2	0	-7	-3
CC1CCCCN1Cc1c(O)ccc2c(=O)c(-c3ccc(Cl)cc3Cl)coc12 (configuration not stated)	2.5	-5	0	i	-3	-5	-11	1	-1
COc1ccc(CNC(=O)c2cccnc2Sc2ccc(Cl)cc2)cc1	.	-5	-12	i	0	-5	7	-5	-1
Cc1ccc(-c2cc(C(=O)n3cnc4ccccc43)c3ccccc3n2)cc1C	1.7	22	1	i	-2	-1	-2	-2	-2
N#CC(c1ccc(O)cc1)N1CCN(C(C#N)c2ccc(O)cc2)CC1 (configuration not stated)	5.0*	-1	-1	i	-5	-4	22	0	-2
CC(C)N(Cc1ccc(F)cc1)C(=O)c1cc2ccccc2oc1=O	0.5	2	0	i	-3	9	6	-2	1
O=C(O)CC(CP(=O)(c1ccccc1)c1ccccc1)C(=O)O (configuration not stated)	-1.2	-4	5	i	-2	-9	-3	-2	1
O=C(NC1CCCC1)C(c1ccc(F)cc1)N(C(=O)c1csnn1)C1CCCC1 (configuration not stated)	1.3	-5	2	i	-1	1	14	7	-3
Fc1ccc(CN2CCCCCCC2)cc1F	2.1	-10	-2	i	-10	1	-10	-2	2
Cc1ccc(NC(=O)CCNS(=O)(=O)c2cccc3nsnc23)cc1	1.6	-4	1	i	-1	-2	6	-1	2
CN(CCNC(=O)c1ccc(N2CCCC2=O)cc1)CCc1ccccc1	-0.5	-7	0	i	0	-10	-11	3	3
COc1ccc(OC)c(NC(=O)CC2SC(=N)N(c3ccccc3)C2=O)c1 (configuration not stated)	-0.9	0	0	i	-5	5	3	3	-2
Cc1nn(C)c2c1NC(=O)CS2	0.8	-6	-3	i	-4	-5	3	0	2
COc1ccc(C(=O)C2CCCCC2=O)cc1 (configuration not stated)	-0.9	-7	0	i	-11	-3	3	-7	-3
Cc1nn(Cc2ccc(Cl)cc2)c(C)c1NC(=O)C(c1ccccc1)c1ccccc1	0.1	16	1	i	-4	4	-6	-3	3
O=C(CN1C(=O)CSc2ccc(S(=O)(=O)N3CCCCCC3)cc21)NCCc1ccccc1	-0.6	44	1	i	-2	-4	6	-1	-1
COc1cccc(OCc2cc(C(=O)N3CCN(c4ccccc4O)CC3)no2)c1	-0.8	7	2	i	-2	-7	21	4	1
Cc1nc(N/N=C/c2cccnc2)cc(N2CCOCC2)n1	4.3	-4	-1	i	-3	-11	-9	-4	5
CCOC(=O)c1nn(-c2ccc3c(c2)OCO3)cc1O	5.9*	-4	-4	i	3	2	1	-3	3
O=C(NCc1ccc(Cl)cc1)C(=O)NCC1OCCN1S(=O)(=O)c1cc(F)ccc1F (configuration not stated)	-0.3	7	4	i	-3	-15	-8	-1	2
CC1(C(=O)Nc2ccccc2F)CCN1C(=O)Cc1cc(F)ccc1F (configuration not stated)	0.5	-5	0	i	-11	-5	12	3	1
COc1ccc2c(c1)C(c1ccc(N3CCOCC3)cc1)=NNC(c1cccnc1)=N2	1.6	-9	-1	i	-3	9	-11	-9	2
COc1ccc(-c2nn(C)c(=O)c3ccccc23)cc1CNC(=O)C1CCCCC1	-1.5	5	1	i	-7	-1	-5	2	9
CCOCCn1c(-c2ccc(OC)cc2)nc2ccccc21	-0.2	3	-2	i	-1	6	-13	7	-1
O=C(Oc1ccccc1F)C1CCN(C(=O)c2ccc(F)cc2)CC1	-1.3	-1	-3	i	-1	17	-15	0	3
CC(C)(C)C(=O)Nc1ccnn1C1CCN(C(=O)c2cccc(Cl)c2)CC1	-0.8	-5	-3	i	-1	3	-5	-3	-2
COc1cc(/C(C)=N/NC(=S)NC(C)C)cc(OC)c1OC	1.8	-8	-4	i	-8	4	18	-6	6
Cc1ccc(Cc2c(-c3ccc(F)cc3)nc3c(Cl)cc(C(F)(F)F)cn23)cc1	-0.3	2	1	i	-8	-1	14	0	-3
COc1ccc(C(=O)NCCS(=O)(=O)NCc2cccs2)cc1	2.4	-8	1	i	-3	-3	-4	-6	1
CCOC(=O)CCn1c(=O)c2c(nc(Br)n2Cc2ccccc2)n(C)c1=O	0.2	-1	-2	i	-2	2	-13	-6	1
C/C(CC(=O)NC1CCCCC1)=N\NC(=O)Cc1ccc(-c2ccccc2)cc1	0.4	0	4	i	-1	7	-1	-6	4
CCN(CC)S(=O)(=O)c1ccc(N2CCN(C)CC2)c(NC(=O)CN2C(=O)NC3(CCCCC3)C2=O)c1	-1.7	-5	3	i	-14	6	13	-3	-4
O=C(Cc1cnc2ncnn2c1)N1CCc2c([nH]c3ccccc23)C1c1ccccn1 (configuration not stated)	2.8	-3	5	i	-8	-3	11	-1	-1
CS(=O)(=O)Nc1ccc(S(=O)(=O)NCCc2ccccc2)cc1	0.9	-2	1	i	-2	-9	-4	-1	3
c1ccc(-c2nc(N3CCOCC3)cc(N3CCOCC3)n2)cc1	-1.5	0	2	i	-2	5	14	-10	-4
Cc1c(Cl)cccc1NC(=S)NC1CC1	0.6	-5	-1	i	0	4	7	-3	3
Cc1[nH]c2ccccc2c1/C=C(\C#N)C(=O)NCc1ccccc1	1.3	0	-1	i	-8	-42	-64	6	-3
Cc1c(Cc2ccccc2)[n+](=O)c2ccccc2n1[O-]	1.2	-12	-2	i	-4	-19	0	5	0
CCC(=O)Nc1c(-c2ccc3ccccc3c2)nc2ccccn12	1.1	0	-1	i	-3	-8	-11	0	7
O=C(NNS(=O)(=O)c1ccccc1C(F)(F)F)c1cccc(S(=O)(=O)Nc2ccccc2Cl)c1	-1.6	-9	-5	i	1	-11	2	0	-1
COc1ccc(NC(=O)c2ccc3c(SCC(=O)O)c4c(nc3c2)CCCC4)c(OC)c1	1.8	-4	-1	i	-5	6	3	9	3
CCOC(=O)C(C(=O)OCC)C(=O)c1cc(OC)c(OC)c(OC)c1	0.0	-2	-1	i	-2	-10	-4	2	1
NC(=O)c1ccc(NC(=O)COC(=O)CCCc2c[nH]c3ccccc23)cc1	-0.5	-1	1	i	-8	5	0	3	4
Oc1cccc(/C=N/Nc2ncnc3c2ncn3Cc2ccccc2)c1	4.8*	-5	-3	i	-10	0	-3	-13	8
CCOC(=O)C1C(c2ccc(O)c(OC)c2)NC(=S)NC1(O)C(F)(F)F (configuration not stated)	-0.2	-6	-3	i	1	4	-65	-1	0

Brought forward from above: 6 compounds; new compounds follow.
SMILES	MsrA inh	FAS-TE inh	Rin1 Abl inh	Rpn11 block	bovine MsrA act	eLon inh	PABP1 MLLE inh	CSN deneddyl inh	MT1-MMP act inh
O=C(NNS(=O)(=O)c1ccccc1C(F)(F)F)c1cccc(S(=O)(=O)Nc2ccccc2Cl)c1	-1.6	-9	-5	i	1	-11	2	0	-1
COc1ccc(NC(=O)c2ccc3c(SCC(=O)O)c4c(nc3c2)CCCC4)c(OC)c1	1.8	-4	-1	i	-5	6	3	9	3
CCOC(=O)C(C(=O)OCC)C(=O)c1cc(OC)c(OC)c(OC)c1	0.0	-2	-1	i	-2	-10	-4	2	1
NC(=O)c1ccc(NC(=O)COC(=O)CCCc2c[nH]c3ccccc23)cc1	-0.5	-1	1	i	-8	5	0	3	4
Oc1cccc(/C=N/Nc2ncnc3c2ncn3Cc2ccccc2)c1	4.8*	-5	-3	i	-10	0	-3	-13	8
CCOC(=O)C1C(c2ccc(O)c(OC)c2)NC(=S)NC1(O)C(F)(F)F (configuration not stated)	-0.2	-6	-3	i	1	4	-65	-1	0
Cc1onc(-c2ccccc2)c1C(O)c1ccc(F)cc1 (configuration not stated)	-1.5	-1	-1	i	1	-19	11	-1	0
O=c1[nH]cnc2c1ncn2[C@@H]1O[C@H](CO)[C@@H](O)[C@H]1O	1.7	-1	1	i	-1	0	-5	0	4
COc1ccc(-c2nc(CN(Cc3cnn(C)c3)C(C)C)c(C)o2)c(OC)c1	-0.1	2	-1	i	-4	-8	-5	-5	4
CC(Nc1nc(=S)nc(Nc2ccc(F)cc2)[nH]1)c1ccccc1 (configuration not stated)	-1.2	8	-4	i	-3	-10	29	4	5
CC(=O)Nc1ccc2oc(-c3cc(F)c(F)cc3Cl)nc2c1	2.0	3	-1	i	1	0	-7	-3	7
O=C(O)c1ccc(/C=N/Nc2ccc(S(=O)(=O)N3CCCC3)cc2[N+](=O)[O-])cc1	-0.1	14	2	i	-4	7	5	5	10
COc1cc(OC)cc(C(=O)Nc2ccc(S(=O)(=O)N3CCOCC3)cc2)c1	0.3	6	2	i	-2	8	2	1	1
CC(C)CC(=O)NC(=S)Nc1nc(-c2cccc3ccccc23)cs1	2.8	22	1	i	-12	-1	27	-2	.
COc1ccc(CN(C)C(=O)C2CSC3(C)CCC(=O)N23)c(OC)c1 (configuration not stated)	0.3	0	-1	i	0	-3	0	-2	-3
COc1ccc(NC2CCCN(C(=O)c3ccc(CSC)o3)C2)cc1OC (configuration not stated)	0.6	-9	3	i	-3	2	18	-2	2
CN(CC(=O)NC1CC(C)(C)NC(C)(C)C1)S(=O)(=O)c1cc(Cl)ccc1Cl	-0.6	-6	3	i	1	-17	9	-2	-1
CC(C)CNC(=O)c1[nH]c(C(F)(F)F)nc1-c1ccccc1	-0.8	-10	3	i	-1	0	-10	-2	2
Cn1c(CSCc2ccc(Cl)c(Cl)c2)n[nH]c1=S	-0.1	-2	-3	i	1	1	16	-3	-6
Cc1ccc(OCCNC(=O)c2ccc(NC(=O)CC3SC(N4CCCC4)=NC3=O)cc2)cc1 (configuration not stated)	1.4	-2	3	i	-2	-1	-12	4	-4
O=C(c1cccc(S(=O)(=O)Nc2ccccc2Cl)c1)N1CCCCCC1	-0.4	-4	-2	i	-1	-1	4	-9	-5
Cc1ccc(S(=O)(=O)Nc2ccc3nc(-c4cccn4C)[nH]c3c2)cc1	2.7	3	-1	i	-3	4	7	-4	-1
CCCc1cc(=O)oc2c(C)c(OCC(=O)N3CCC(C(=O)O)(c4ccccc4)CC3)ccc12	1.4	-4	3	i	-8	-4	2	0	8
O=C(NCc1ccccn1)c1ccc(CNS(=O)(=O)c2cccc(Cl)c2)cc1	-1.8	-10	-2	i	-3	3	14	-9	2
COc1ccc(/C=C2\SC(=O)N(CC(=O)NC3C=CS(=O)(=O)C3)C2=O)cc1 (configuration not stated)	2.4	-4	0	i	-2	5	-2	1	1
CCCCc1c(O)nc(SCC(=O)N2CCOCC2)n(-c2ccccc2C)c1=O	-0.6	-3	-3	i	2	2	32	1	-5
C=C(C(=O)Oc1c(C(C)(C)C)cccc1C(C)(C)C)c1ccccc1	0.0	22	0	i	0	-7	2	99	4
CN1CCCN(Cc2ccccc2Br)CC1	-0.9	-9	0	i	-1	3	-5	1	-4
O=C(O)CNS(=O)(=O)c1ccc2c3c(cccc13)C(=O)N2	2.0	-6	-4	i	-6	-1	-8	3	1
CCOC(=O)CCC(=O)c1c(C)oc2ccc(OC)cc12	0.6	0	0	i	-4	3	-2	-3	-1
Cc1ccc(Oc2ncnc(N)c2[N+](=O)[O-])cc1	0.2	-4	3	i	-14	-12	-3	0	-1
CCc1ccc(-n2c(C)cc(/C=N/NC(=O)c3ccncc3)c2C)cc1	0.2	-4	0	i	-2	-9	-26	4	-4
Cc1nnc(NC(=O)CCn2cnc3ccccc3c2=O)s1	-1.0	-3	-2	i	-6	0	4	-5	1
O=C(c1cccc(N2C(=O)C3CC=CCC3C2=O)c1)N1CCCCCC1 (configuration not stated)	0.5	-6	2	i	-5	-2	6	2	3
